# Screens as filed in PubChem BioAssay.
# Coupling enz: inhibits coupling enzyme system, counter-screen for aldolase hits; coupling enzyme system counterscreen, AmpLite Red fluorescence; activity change, negative = inhibition, % at 58.2 µM, hits read low; 290,000 tested, 0.67% active; in the data active = activity change below about -30%; note: % is set by controls: 0 for no effect and ±100 for the full control effect
#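 Counterscreen lacking aldolase: glyceraldehyde-3-phosphate coupling-enzyme reagent preincubated 10 min at RT with compound (at 57.5 uM final), then substrate/coupling system with AmpLite Red added; fluorescence read at 525/598 nm after 20 min RT.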
# B2AR arrestin: beta2AR (human) beta-arrestin recruitment activity; Potency, µM (series often up to 46.1 µM), without a hit: at the highest dose activation, hits mostly activators; beta-arrestin recruitment to beta2AR, cell-based reporter; 330,000 tested, 0.02% active; AID 492947;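 note: potency is the fitted concentration of half-maximal effect; 0% = DMSO controls and full agonism = EC100 isoproterenol or metaproterenol; nearly all actives have a fitted effect of over 65% in size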
# PKM2 activator: PKM2 (human) enzyme activation; purified PKM2, Kinase-Glo ATP luminescence, activation; response scale: 0% is enzyme alone, no compound; Potency, µM (doses to about 57.5 µM), without a hit: at the top dose activation, actives largely listed as activators; 260,000 tested, 0.34% active; note: potency is the fitted concentration of half-maximal effect; % is set by controls: 0 for no effect and ±100 for the full control effect; nearly all actives have a fitted effect of over 55% in size
#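 Purified hPK-M2 (>95%) run at intermediate activity with 0.1 mM ADP and 0.5 mM PEP in 50 mM imidazole pH 7.2, KCl, MgCl2; 1 h room temperature. ATP formed read by Kinase-Glo luminescence; normalized to uninhibited and no-enzyme controls.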
# a7 integrin act: activates integrin-mediated alleviation for muscular dystrophy | alpha7betagal myoblasts, beta-gal FDG fluorescence, 48 h | Potency, µM (series often up to 38.3 µM), inactives show at the highest dose activation, most hits filed as activators | 350,000 tested, 0.064% active;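 note: potency is the fitted concentration of half-maximal effect; 100% = response of the positive control SU9516; nearly all actives have a fitted effect of over 60% in size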
#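 alpha7betagal+/- myoblasts (passage 13, 250/well) treated 48 h at 37C with compounds at 1:260 dilution of DMSO stock. Lysed, then beta-galactosidase activity read as FDG fluorescence (ex 480/em 540) after 30 min, with pre-read for autofluorescence.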
# Chronic BCR inh: blocks chronic active B-cell receptor signaling; ABC-DLBCL IkBa-CBG/CBR reporter, luminescence ratio, 4 h; Potency, µM (titrated, usually from 46.1 µM), for the others: top-dose ratio change, negative = lower green/red ratio, hits mostly inhibitors; 340,000 tested, 0.05% active; active = well fitted inhibition curve with a large enough effect in the signal ratio, with a control signal flat, not every such curve was filed as active; inconclusive = small, poorly fitted or top-dose-only effect, or effect the other way, or a change in a side signal; the % refers to the signal ratio;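 note: potency is the fitted concentration of half-maximal effect; plate controls were basal doxycycline-induced cells for no effect and cells given 10 µM MG132 for full effect; MG132 reads +100%, hits lower the ratio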
#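 TMD8 ABC-DLBCL cells carrying doxycycline-inducible green luciferase fused to IkappaBalpha plus unfused red luciferase were exposed to compounds (up to 46 uM) for 4 hrs at 37C. Activity came from the overlap-corrected green/red luminescence ratio.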
# Tb PFK block: blocks T. brucei phosphofructokinase | O15648 | T. brucei PFK, ADP-Glo luminescence | Potency, µM (series often up to 57.5 µM), inactives show at the top dose activity, negative = inhibition, usual class: inhibitors | 330,000 tested, 0.17% active;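 note: potency is the fitted concentration of half-maximal effect; 0% = uninhibited 1x PFK enzyme wells and -100% = no-enzyme wells; nearly all actives have a fitted effect of over 60% in size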
#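 1.25 nM PFK with 0.5 mM F6P and 0.1 mM ATP in 0.1 M TEA pH 8.0, 5 mM MgCl2, incubated 45 min at room temperature; ADP measured by ADP-Glo luminescence; compounds titrated up to 57 uM.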
# Giardia killer: kills Giardia lamblia | 340,000 tested, 0.15% active | activity change, % at 7.66 µM, hits read low | AID 540267 | Giardia lamblia trophozoite viability; in the data active = activity change below about -80%; inconclusive = between about -30% and that limit;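 note: parasites exposed to compound for two days anaerobically before the ATP read; % is set by controls: 0 for no effect and ±100 for the full control effect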
#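 Luminescence from cellular ATP indicates surviving trophozoites (100 cells/well) following 48 hrs anaerobic compound treatment at 37 deg C; signal develops 15-30 min at room temperature.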
# GALK inh: blocks human galactokinase activity. 270,000 tested, 0.007% active. P51570. Potency, µM (highest dose often 57.5 µM), for the others: top-dose activity change, negative = inhibition, actives largely listed as inhibitors. Purified GALK, Kinase-Glo residual ATP luminescence; note: potency is the fitted concentration of half-maximal effect; % is set by controls: 0 for no effect and ±100 for the full control effect
#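 Human GALK (5 nM) with 35 uM ATP and 100 uM galactose in 20 mM HEPES pH 8.0, 5 mM MgCl2, 60 mM NaCl, 1 mM DTT, 0.01% BSA. After 1 h at room temperature, leftover ATP was read by Kinase-Glo Plus luminescence.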
# S-ASM inh: inhibitors of human secretory acid sphingomyelinase; P17405; placental ASM, HMU-PC fluorogenic substrate, 60 min; Potency, µM (doses to about 57.5 µM), for inactives: at the highest dose activity change, negative = inhibition, hits mostly inhibitors; 340,000 tested, 0.006% active; AID 504937; note: potency is the fitted concentration of half-maximal effect
#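 Human placenta-derived ASM enzyme was preincubated with compound for 10 minutes at room temperature, then given fluorogenic substrate HMU-PC0 (9 uM final) for 60 minutes at 37 °C; a pH 10 stop preceded fluorescence reading at Ex 386/Em 447 nm.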
# Menin-MLL TR inh: menin-MLL binding inhibition, Texas Red mutant peptide; 270,000 tested, 0.23% active; O00255; Potency, µM (highest dose often 61.6 µM), without a hit: at the highest dose FP activity change, negative = inhibition, usual class: inhibitors; Menin + Texas Red MLL mutant peptide, fluorescence polarization; active = well fitted inhibition curve with a large enough effect in the polarisation, with a control signal flat, not every such curve was filed as active; inconclusive = small, poorly fitted or top-dose-only effect, or effect the other way, or a change in a side signal; inactive = no such curve, though single readings can be large or run the other way; the % refers to the polarisation; note: potency is the fitted concentration of half-maximal effect; % of control where 0% means no effect; many of its hits are not listed in these tables
# Target sequence (O00255 whole entry, looked up): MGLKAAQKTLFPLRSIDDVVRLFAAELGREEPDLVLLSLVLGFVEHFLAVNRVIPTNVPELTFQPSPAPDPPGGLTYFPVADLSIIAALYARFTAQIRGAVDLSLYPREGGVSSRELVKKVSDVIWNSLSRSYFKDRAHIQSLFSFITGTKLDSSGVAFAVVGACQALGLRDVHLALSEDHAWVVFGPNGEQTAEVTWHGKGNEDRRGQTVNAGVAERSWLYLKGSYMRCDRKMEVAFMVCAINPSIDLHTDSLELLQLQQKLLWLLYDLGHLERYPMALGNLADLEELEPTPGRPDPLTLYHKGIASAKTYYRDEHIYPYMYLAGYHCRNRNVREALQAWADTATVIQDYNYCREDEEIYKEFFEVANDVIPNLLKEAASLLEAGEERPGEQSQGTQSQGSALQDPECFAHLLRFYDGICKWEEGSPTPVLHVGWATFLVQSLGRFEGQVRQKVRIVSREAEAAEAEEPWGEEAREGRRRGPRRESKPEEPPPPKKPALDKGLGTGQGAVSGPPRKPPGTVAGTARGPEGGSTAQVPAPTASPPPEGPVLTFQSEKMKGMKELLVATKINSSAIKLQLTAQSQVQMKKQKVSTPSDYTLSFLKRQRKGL
# PTAP TSG101 blk: blocks PTAP/TSG101 interaction to inhibit HIV-1 budding; Potency, µM (top dose mostly 115 µM), for inactives: top-dose activity change, negative = inhibition, usual class: inhibitors; 340,000 tested, under 10 active; AID 493005; Fluorescence polarization, FITC-PTAP peptide / Tsg101 binding; Q99816; active = well fitted inhibition curve with a large enough effect in the main read-out, with a control signal flat, not every such curve was filed as active; inconclusive = small, poorly fitted or top-dose-only effect, or effect the other way, or a change in a side signal; inactive = no such curve, though single readings can be large or run the other way; note: potency is the fitted concentration of half-maximal effect; % of control where 0% means no effect
# Target sequence (Q99816 whole entry, looked up): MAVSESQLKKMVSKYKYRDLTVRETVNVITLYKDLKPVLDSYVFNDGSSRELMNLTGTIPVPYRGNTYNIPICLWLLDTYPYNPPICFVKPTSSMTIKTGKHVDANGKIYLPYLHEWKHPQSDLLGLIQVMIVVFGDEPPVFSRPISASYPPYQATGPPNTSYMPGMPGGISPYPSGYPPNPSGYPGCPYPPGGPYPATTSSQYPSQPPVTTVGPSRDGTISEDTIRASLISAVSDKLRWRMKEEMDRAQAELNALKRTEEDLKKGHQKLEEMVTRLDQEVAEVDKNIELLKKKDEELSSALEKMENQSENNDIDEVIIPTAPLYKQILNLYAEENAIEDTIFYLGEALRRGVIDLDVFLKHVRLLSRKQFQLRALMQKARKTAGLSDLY
#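 Steps: Tsg101 binding domain dispensed (10 uM final), compounds pinned in DMSO, FITC-labeled PTAP-motif peptide added (50 nM final); after 20 min binding at room temperature, polarization measured.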
# The depositor's hits bear a star; ? = inconclusive; nt = not tested or not shown; [ ] = dose if it differs, or a comment. Unless noted, calls come from the whole dose curve; as a rule, active = well fitted curve in the direction sought with a large enough effect; inconclusive = small, poorly fitted or top-dose-only effect, or another doubt; inactive = no such curve, though single readings can be large; an effect the other way counts as inactive or inconclusive.
SMILES,Coupling enz,B2AR arrestin,PKM2 activator,a7 integrin act,Chronic BCR inh,Tb PFK block,Giardia killer,GALK inh,S-ASM inh,Menin-MLL TR inh,PTAP TSG101 blk
O=C(Nc1ccc(F)cc1F)NC1CCN(Cc2c(F)cccc2Cl)CC1,0,-0.7%,1%,-9%,-10%,-5%,2,5%,4%,nt,-3%
CC(=O)Oc1ccccc1C1OC(=O)c2ccccc2N1C(C)=O (stereo not drawn),-3,-0.4%,-2%,-5%,-27%,0%,13,-2%,0%,-4%,0%
COc1ccc(-n2c(O)c(C=NC3CC3)c(=O)[nH]c2=O)cc1,1,-1.0%,-2%,35%,4%,3%,18,6%,3%,-2%,-3%
Cc1c([N+](=O)[O-])cc(C(=O)N2CCOCC2)cc1[N+](=O)[O-],2,-0.2%,1%,18%,-1%,6%,-13,0%,-1%,2%,-2%
COc1ccc(CCCc2nnc(SCC(=O)Nc3cc(C)c(C)cc3Br)o2)cc1,1,0.0%,-7%,-15%[7.66 µM],-8%,0%,-16,-1%,-5%,7%,1%
CCC(=O)Nc1ccc(NCc2cccs2)cc1,0,-0.8%,-10%[11.5 µM],-10%,-3%,-1%,8,9%,4%,9%,1%
O=C(c1ccc(-c2ccccc2Cl)o1)N1CCC1,nt,0.3%,nt,-20%,?,0%,-17,nt,4%,nt,-4%
O=C(CSc1nnc(CNC(=O)c2cccs2)o1)c1ccccc1,4,0.4%,-2%,-21%,13%,-4%,4,-1%,0%,nt,-2%
c1ccc(CSC2=NCCS2)cc1,2,-0.2%,1%,0%,4%,-5%,-1,0%,7%,0%,0%
CCC(C)[C@H](NC(=O)NCCCOC(C)C)C(=O)OC (stereo partly drawn),1,-0.8%,9%,?,7%,-4%,12,-2%,2%,nt,-1%
O=C(O)CC1S/C(=N\N=C/c2ccccc2)N(c2ccc(O)cc2)C1=O (stereo not drawn),0,0.1%,5%,17%,-2%,1%,0,1%,4%,12%,-2%
O=C(NNC(=S)NCc1ccc(Cl)cc1)c1ccc(Br)o1,1,-1.0%,8%,?,?,?,12,2%,-3%,?,-2%
Cc1cc(NC(=O)/C=C/c2ccc(F)cc2)n(-c2nc3ccccc3[nH]2)n1,0,-0.5%,9%,-9%,?,-10%,-11,1%,7%,27%,-4%
COc1cccc(OC)c1C(=O)N1CCN(Cc2ccccc2C)CC1,0,-0.1%,0%,-33%[inhibitor],-1%,-4%,6,1%,-1%,3%,1%
COc1ccccc1CN(C)C(=O)c1sccc1-c1ccccc1,nt,-0.2%,-2%,-14%,?,-2%,4,4%,0%,nt,-1%
CCOc1cc(C)nc(N2CCN(C3CCCCC3)CC2)n1,10,-0.1%,-3%,?,4%,-11%,5,-2%,3%,-2%,-9%
O=c1c2[nH]c3ccc(F)cc3c2ncn1CCN1CCN(Cc2ccccc2)CC1,1,-0.3%,-1%,-17%,-4%,0%,?,-2%,-9%,1%,-1%
COc1ccc(C(=O)NCCN2C(=O)S/C(=C\c3cccnc3)C2=O)c(OC)c1OC,-1,-0.1%,?,-10%,?,0%,-1,1%,2%,?,0%
C[C@H](NC(=O)c1[nH]cnc1C(=O)Nc1ccc(Cl)cc1)c1ccccc1,nt,0.2%,nt,-33%,?,0%,-10,nt,?,nt,0%
Cn1c(CCCOc2ccc(Cl)cc2Cl)n[nH]c1=S,1,-1.1%,10%,7%,5%,-9%,-5,2%,2%,6%,0%
O=C(/C=C/c1ccccc1Cl)Nc1ccc(-c2nnc3n2CCCCC3)cc1,2,-0.4%,5%,0%,5%,0%,-12,0%,2%,14%,-1%
COCCN(CCOC)S(=O)(=O)c1ccc(C(=O)Nc2sc3c(c2C(N)=O)CCCCC3)cc1,2,0.1%,2%,-18%,?,1%,-18,0%,33%,24%,-2%
Cc1sc2ncn(CC(=O)NCc3ccccc3)c(=O)c2c1C,1,0.1%,5%,-10%,-22%,2%,-5,0%,0%,nt,-1%
O=c1cc(CSc2nnc(COc3ccccc3)n2-c2ccccc2)c2ccccc2[nH]1,5,-0.7%,-1%,17%,-1%,-5%,-5,0%,-2%,0%,-3%
COc1ccc(-n2c(SC)nc(O)cc2=O)cc1,6,-0.5%,0%,-16%[7.66 µM],2%,4%,-1,5%,2%,-3%,-5%
CCN(CC)CCNC(=O)CCn1c(=S)[nH]c2cc3c(cc2c1=O)OCO3,0,0.2%,-8%,-5%,-2%,-1%,7,0%,2%,8%,-4%
CN(C)C(CNC(=O)CNC(=O)c1ccc(Br)cc1)c1ccccc1 (stereo not drawn),4,0.2%,-9%,-4%,6%,-1%,7,4%,2%,-1%,0%
COc1cc(C)c(S(=O)(=O)n2nnc3ccccc32)cc1C,7,0.0%,-3%,?,-3%,0%,-6,-1%,3%,nt,-7%
Cc1sc2c(c1C)c(=O)nc1scc(CC(=O)O)n12,0,0.4%,-2%,32%,-17%,2%,-14,-1%,3%,-2%,-2%
COc1ccc(CNC(=O)c2cc(-c3cc(C)ccc3O)n[nH]2)cc1,2,-0.1%,-16%,-2%,?,-1%,2,0%,-7%,nt,1%
COc1ccc2[nH]c(C(=O)NCCCn3ccnc3)cc2c1,0,-0.8%,nt,-11%,-1%,-3%,-15,0%,-4%,?,-3%
CN(Cc1nc2ccccc2n1C)S(=O)(=O)c1ccc(Cl)cc1,2,-0.3%,1%,13%,2%,-1%,-17,0%,-1%,3%,-1%
COc1ccc(OC)c(-c2csc(NC(=O)C3COc4ccccc4O3)n2)c1 (stereo not drawn),2,-0.2%,nt,8%,?,1%,4,-7%,-9%,-26%,-3%
CC(=O)NC(CC(=O)OCC(=O)Nc1cc(S(=O)(=O)N2CCCCC2)ccc1C)c1ccccc1 (stereo not drawn),nt,-0.2%,nt,2%,1%,2%,-1,nt,5%,nt,-4%
Cc1cccc(OC(=O)c2cccnc2)c1C,2,0.3%,-5%,0%,8%,5%,-2,-4%,0%,12%,-3%
Cc1ccnc(NS(=O)(=O)c2ccc(N3C(=O)c4ccccc4C3=O)cc2)n1,4,-0.3%,0%,20%,1%,-1%,3,0%,1%,2%,3%
COc1cc(/C=N/Nc2cccc(C)c2)ccc1OC(=O)c1ccco1,0,-0.3%,16%,5%,2%,1%,6,0%,nt,?,-2%
CCCSc1nc2c(cnn2-c2ccccc2)c(=O)[nH]1,-1,-0.1%,-9%,17%,18%,-14%,3,2%,-5%,-5%,-1%
O=[N+]([O-])c1cc(-c2nc(-c3ccncc3)no2)ccc1Cl,1,-0.6%,-10%,19%,-2%,-1%,-7,nt,-11%,-8%,-2%
c1csc(-c2nc(NCC3CCCO3)c3ccccc3n2)c1 (stereo not drawn),-1,-1.3%,-3%,8%,?,-2%,-13,-3%,-2%,24%,-5%
CS(=O)(=O)N1CCc2cc(C(=O)Nc3ccc(Cl)cc3)ccc21,0,0.5%,0%,14%,1%,1%,31[activator],-2%,-3%,23%,2%
O=C(Nc1cc2c3c(c1)CC(=O)N3CCC2)c1ccc(Br)cc1,nt,0.3%,nt,7%,?,2%,18,nt,-4%,nt,-4%
CCN1CCN(CCNC(=O)CCCn2nc(C)c3c(C)n(-c4ccc(C)cc4)nc3c2=O)CC1,nt,0.2%,nt,4%,2%,2%,-9,-2%,-2%,nt,-4%
CCCCN(CC)C(=O)CN1C(=O)c2ccccc2C1=O,-2,-0.1%,-1%,6%,-2%,2%,8,-2%,0%,2%,-4%
CC(=O)c1sc(Nc2nc3cc4c(cc3s2)OCO4)nc1C,2,-0.1%,1%,-63%[inhibitor],?,-2%,-18,13%,28%,18%,1%
CCOC(=O)CN(C(=O)COC(=O)C1(c2ccccc2)CC1)c1ccc(F)cc1,nt,-1.5%,nt,1%,?,2%,19,nt,3%,nt,-2%
COc1ccc(CN(C)C(=O)CNC(=O)c2ccc3ccccc3c2)c(OC)c1,1,-0.1%,1%,18%,?,3%,10,0%,-13%,-1%,0%
O=C(Nc1ccc2c(c1)OCO2)C1CC(c2c(F)cccc2Cl)=NO1 (stereo not drawn),3,0.0%,2%,-26%,-4%,-5%,5,1%,-1%,5%,1%

# An excerpt; the hit share may differ from the screen's.
